PRMT1 inh: inhibitors of human PRMT1; Q99873; recombinant PRMT1, activity-based probe fluorescence polarization; inhibition, % at 2.79 µM; hit rate 1.3% among 370,000; AID 652257;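 active = inhibition above about 21% made by adding two undisclosed values, limit read from the data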
Target sequence (Q99873 whole entry, looked up): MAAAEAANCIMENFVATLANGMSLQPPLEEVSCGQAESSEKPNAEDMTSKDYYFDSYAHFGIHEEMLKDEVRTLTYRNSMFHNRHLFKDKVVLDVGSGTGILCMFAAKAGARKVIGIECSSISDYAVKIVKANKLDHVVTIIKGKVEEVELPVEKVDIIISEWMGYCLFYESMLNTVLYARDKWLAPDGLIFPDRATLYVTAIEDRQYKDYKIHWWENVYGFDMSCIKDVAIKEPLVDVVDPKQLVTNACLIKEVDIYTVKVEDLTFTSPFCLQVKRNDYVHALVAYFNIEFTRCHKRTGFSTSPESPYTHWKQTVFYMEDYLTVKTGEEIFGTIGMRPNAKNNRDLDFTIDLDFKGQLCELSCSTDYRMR
UHRF1 binding: blocks human UHRF1 binding to methylated DNA; UHRF1 binding to methylated oligo, TR-FRET; Q96T88; inhibition, % at 4.4 µM; hit rate 0.75% among 370,000; in the data active = inhibition above about 21%;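 note: UHRF1 SRA domain binding a hemimethylated CpG hairpin DNA probe; 0% = median of test compound wells and 100% = reference inhibitor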
SIAE primary: human SIAE inhibition, primary screen | Q9HAT2 | SIAE FP-Rh probe binding, fluorescence polarization | inhibition, % at 9.66 µM | hit rate 0.69% among 370,000 | AID 1053197;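 active = inhibition above a cutoff: mean of compounds within the control limits plus 3 SD of those, cut at about 17% in these data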;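 note: 0% = plate median of compound wells and 100% = probe without SIAE protein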
proKLK7 act: proKLK7 (human) activation, primary screen; hit rate 0.9% among 370,000; AID 652039; purified proKLK7, EDANS-DABCYL substrate fluorescence; 100% is mature enzyme control, 0% vehicle; activation, % at 7 µM; P49862;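 active = activation above the mean of all tested compounds plus 3 SD, computed per campaign excluding outliers beyond control limits, cut at about 13% in these data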
Target sequence (P49862 whole entry, looked up): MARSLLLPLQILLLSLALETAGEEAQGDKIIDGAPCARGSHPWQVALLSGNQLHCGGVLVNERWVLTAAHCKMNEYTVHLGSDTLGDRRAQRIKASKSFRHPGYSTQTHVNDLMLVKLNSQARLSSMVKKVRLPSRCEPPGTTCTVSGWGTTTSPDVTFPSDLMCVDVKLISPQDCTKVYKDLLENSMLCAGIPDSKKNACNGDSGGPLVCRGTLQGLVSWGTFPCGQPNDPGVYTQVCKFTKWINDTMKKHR
TCR CD3 inh: human TCR-CD3 binding inhibition; TAMRA-labeled TCR probe fluorescence, biochemical; inhibition, % at 9.4 µM; hit rate 0.37% among 360,000; AID 651800; in the data active = inhibition above about 19%;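 note: recombinant mutant TCR 2C K166C tagged with TAMRA read by polarization; 0% = receptor in buffer alone and 100% = receptor with positive control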
DDE Tn7 FP inh: inhibitors of Tn7 peptide binding to human fibrin DD(E) | inhibition, % at 8.3 µM | AID 720508 | FP displacement of FITC-Tn7 peptide from fibrin DD(E); 0% = median of compound wells per plate | P02675 | hit rate 0.13% among 370,000;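 active = inhibition above the mean of compounds falling within the control limits plus 3 SD of them, cut at about 14% in these data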;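 note: 0% = plate median of compound wells and 100% = 10 µM Aha-Tn7 peptide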
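Assay system: human fibrin DD(E) protein / Input: 2 µM fibrin DD(E) / Benchmarks: high control of 10 µM Aha-Tn7 peptide / Measured by: fluorescence polarization of the labelled Tn7 tracer / Medium: Tris buffer with calcium and detergent, pH 7.8 / Timing: 10 min compound pre-incubation, 3 h probe incubation at room temperature / Repeats: one replicate per compound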
Tn6 DDE FP: DD(E)-Tn6 binding inhibition, primary FP screen; Fibrin DD(E) TRITC-Tn6 fluorescence polarization displacement; P02675; inhibition, % at 8.3 µM; hit rate 0.21% among 370,000;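 active = inhibition above a per-campaign cutoff: mean of compounds within control limits plus 3 SD, cut at about 15% in these data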;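 note: 0% = median of all compound wells on the plate and 100% = blocking peptide control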
TDP2 absorb: blocks human TDP2 phosphodiesterase activity | O95551 | inhibition, % at 12.8 µM | hit rate 0.34% among 370,000 | recombinant TDP2, T5PNP hydrolysis, p-nitrophenol absorbance 415 nm | AID 720702;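 active = inhibition above the mean of all tested compounds plus 3 SD, set per campaign, cut at about 25% in these data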;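 note: 0% = DMSO with enzyme and 100% = buffer with substrate but no TDP2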
Target sequence (O95551 whole entry, looked up): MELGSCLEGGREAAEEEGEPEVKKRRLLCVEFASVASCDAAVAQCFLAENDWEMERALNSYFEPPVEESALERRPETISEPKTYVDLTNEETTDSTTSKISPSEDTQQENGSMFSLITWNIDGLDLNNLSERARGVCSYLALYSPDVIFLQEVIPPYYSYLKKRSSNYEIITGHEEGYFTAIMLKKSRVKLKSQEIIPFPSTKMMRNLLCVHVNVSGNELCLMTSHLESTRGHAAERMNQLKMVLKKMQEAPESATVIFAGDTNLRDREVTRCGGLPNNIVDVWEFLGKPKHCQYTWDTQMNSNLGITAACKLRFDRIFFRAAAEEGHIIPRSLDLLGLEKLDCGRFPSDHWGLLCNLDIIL
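Material: recombinant human TDP2; quantity: TDP2 enzyme at 120 nM final; medium: Tris-HCl pH 7.5 with MgCl2; compound: single concentration, 12.8 µM nominal, with 1% DMSO; incubation: 2 h enzyme incubation at 37 °C; signal: epi absorbance; measure: percent inhibition; benchmarks: high control without enzyme, low control DMSO plus TDP2; repeats: singlicate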
MBD2 inh: inhibitors of human MBD2 binding to methylated oligonucleotide | TR-FRET | inhibition, % at 4.4 µM | hit rate 0.31% among 370,000 | AID 686964; in the data active = inhibition above about 13%
LEDGF integ inh: blocks HIV-1 LEDGF/p75-dependent DNA integration; TR-FRET IN-LEDGF/p75 DNA integration, Eu/Cy5; inhibition, % at 3.7 µM; hit rate 0.64% among 370,000; AID 743269;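 active = inhibition above the screen-wide mean plus 3 SD, cut at about 13% in these data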;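 note: signal is the Cy5 over europium emission ratio at 671 and 618 nm; 0% = plate median of compound wells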
Active calls of the source: *; & = joins results of further samples. Outcome played no part in choosing rows, and some 4.6% of all compounds hit somewhere here.

PRMT1 inh	UHRF1 binding	SIAE primary	proKLK7 act	TCR CD3 inh	DDE Tn7 FP inh	Tn6 DDE FP	TDP2 absorb	MBD2 inh	LEDGF integ inh	SMILES
2	-2	1	0.4	8	-7	0	13	0	2	CCOc1ccc2c(c1)S/C(=C\c1cccs1)C(=O)N2
0	0	4	0.8	3	-1	0	1	0	-3	COC(=O)[C@@H]1C[C@@]2(O)[C@H](O)[C@H](O)[C@H](O)C[C@H]2N1Cc1ccccc1OS(=O)(=O)c1ccc(C)cc1
-2	-1	2	0.5	12	-5	5	6	2	2	Cc1cc(C)cc(N(C(=O)Cc2cccs2)C(C(=O)NC2CCCCC2)c2ccccn2)c1 (centres undefined)
3	1	-5	0.1	1	4	-4	1	2	-3	CCOc1ccc(CN2CCN(Cc3cn(CC)nc3C)CC2CCO)cc1 (centres undefined)
-2	-3	-2	-0.9	5	5	4	-2	2	0	O=C(Nc1ccccc1)n1ccc(-c2ccc(-n3ccnc3)cc2)n1
-2	5	-3	0.0	-9	-12	-5	-4	0	-1	CC1(C)CC=CC(COC(=O)c2ccccc2C(=O)O)C1 (centres undefined)
-2	-13	6	-0.4	-8	6	-1	3	-7	1	CC(=O)Nc1ccc(Nc2cc(N(C)C)c3nonc3c2[N+](=O)[O-])cc1
-3	-3	2	-0.3	-4	-2	-6	5	4	3	N#CC1=C(N)Oc2cc(O)ccc2C1c1ccccc1 (centres undefined)
-1	0	3	44*	-6	6	-1	-7	3	-1	CCOc1ccc(C2C3=C(CCCC3=O)Nc3nc(C(F)(F)F)nn32)cc1OC (centres undefined)
4	-1	2	-0.6	1	3	-5	-4	4	-1	COC[C@H]1CCCN1[C@@H]1CS(=O)(=O)N[C@H]1COCc1ccccc1
3&7	-4&-1	-9&-3	0.2&0.3	-4&-3	0&-1	-6&-5	-4&-6	-5&-7	2&4	CCN1C(=O)/C(=C2/Sc3ccccc3N2CCCS(=O)(=O)O)SC1=S
-2	-1	11	-0.6	9	-1	9	-6	1	0	O=C(NCc1nnc(SCC(=O)N2CCC(Cc3ccccc3)CC2)o1)c1ccco1

Individual results from above.
Value of CCOc1ccc2c(c1)S/C(=C\c1cccs1)C(=O)N2 under MBD2 inh: 0
Value of CCN1C(=O)/C(=C2/Sc3ccccc3N2CCCS(=O)(=O)O)SC1=S under TCR CD3 inh: -4&-3
Value of CCOc1ccc(C2C3=C(CCCC3=O)Nc3nc(C(F)(F)F)nn32)cc1OC (centres undefined) under MBD2 inh: 3
Value of O=C(Nc1ccccc1)n1ccc(-c2ccc(-n3ccnc3)cc2)n1 under MBD2 inh: 2

Going on with the list.
PRMT1 inh	UHRF1 binding	SIAE primary	proKLK7 act	TCR CD3 inh	DDE Tn7 FP inh	Tn6 DDE FP	TDP2 absorb	MBD2 inh	LEDGF integ inh	SMILES
-1	5	-4	-0.4	0	1	-7	-1	4	0	NNC(=O)c1sccc1OCc1ccc(Cl)cc1
3	-3	5	-0.4	0	12	-3	4	1	-4	Cc1c(NC(=O)c2ccco2)c(=O)n(-c2ccccc2)n1C
0	11	-6	-0.5	0	1	-3	-11	-1	-3	CC(C)CNC(=O)NC(=O)COc1ncnc2sccc12
7	-2	4	-0.3	6	2	-3	11	1	-2	CC(=O)Nc1ccc(N=NN2CCOCC2)cc1
2	3	-2	-0.4	-1	4	-1	-4	3	1	CC(=O)c1ccc(NC(=O)CCCCCn2nnc3ccccc3c2=O)cc1
7	0	-14	0.1	-12	7	-1	-2	-3	2	CCn1c(O)c(/C=C2\C=NN=C2c2ccccc2)sc1=S
4	5	4	1.8	-1	2	-8	-4	-3	-2	O=C(CSc1nnc2ccccn12)NC(=O)c1ccccc1Cl
2	4	-8	-0.5	1	1	4	-6	0	-4	O=C(COC(=O)/C(=C/c1cccs1)c1cccs1)NC(c1ccccc1)c1ccccc1
3	3	5	-0.4	-2	1	5	-1	-1	4	Cc1cccc(C)c1NC(=O)CSc1nnc([C@@H]2CCCN2C(=O)OC(C)(C)C)o1
9	0	6	-0.5	-7	8	4	2	2	-4	CCOc1ccc(S(=O)(=O)NC(C)C(=O)NCc2ccncc2)cc1 (centres undefined)
-1	2	-5	1.0	9	3	-2	-2	-4	-2	COc1ccc(C2(C)NC(=O)N(CC(=O)NCc3ccccc3F)C2=O)cc1 (centres undefined)
1	-4	10	1.5	17	10	-3	2	-10	0	O=C(N/N=C1/CCSC1)c1cc(Br)ccc1O
2	3	-3	-0.1	-3	-3	-4	1	-1	-1	CSc1ccccc1-c1nnc(-c2ccc(Cl)cc2Cl)o1
4	0	1	-0.5	0	-1	-2	3	3	-1	Cc1nc(C)c(C(=O)Nc2cccc(C)c2C)o1
-3	-2	-4	0.0	5	4	2	-4	-1	-2	CCC(C)[C@H]1COCCS(=O)(=O)N1Cc1ccccc1 (some centres undefined)
4	-1	-2	0.5	7	4	-6	0	4	-1	Cc1ccc(CNC(=O)C(=O)NCC2OCCN2S(=O)(=O)c2ccc(Cl)cc2)cc1 (centres undefined)
3	0	-7	-0.5	-7	4	-3	6	-6	1	CC(C)CCn1c(SCC(=O)N2CC(=O)Nc3ccccc32)nc2scc(-c3cccs3)c2c1=O
4	5	2	0.7	-6	-2	-6	-9	2	2	Cc1cc(-c2nnc(SCC(=O)Nc3ccc(Cl)cn3)n2N)n[nH]1
-5	0	6	0.4	4	6	5	11	-2	0	CCOC(=O)Nc1ccc2c(c1)N(C(=O)CN(C)C)c1ccccc1S2
-10	0	7	0.2	6	-3	8	-17	-4	0	COc1ccc(OC)c(C(Nc2ccccc2)P(=O)(OC(C)C)OC(C)C)c1 (centres undefined)
-6	3	7	-0.2	7	0	3	-13	0	10	O=C(CCSc1ccc(Cl)cc1)NCc1ccccn1
0	-2	-3	-0.2	6	0	3	-10	-1	2	C/C=C1\COC(C(=O)NCc2ccncc2)(C(F)(F)F)C=C1C=C1CCCCC1 (centres undefined)
2	0	8	0.5	4	2	0	-3	0	-5	O=C(CC1C(=O)CCCC1=O)c1ccccc1
0	1	-6	0.1	3	-2	5	-7	0	2	O=C(COC(=O)CCCC1=NS(=O)(=O)c2ccccc2N1)Nc1ccc(Br)cc1

Entries of single compounds, quoted from the list. Order of values: PRMT1 inh	UHRF1 binding	SIAE primary	proKLK7 act	TCR CD3 inh	DDE Tn7 FP inh	Tn6 DDE FP	TDP2 absorb	MBD2 inh	LEDGF integ inh
O=C(COC(=O)CCCC1=NS(=O)(=O)c2ccccc2N1)Nc1ccc(Br)cc1 in the list: 0	1	-6	0.1	3	-2	5	-7	0	2
O=C(CC1C(=O)CCCC1=O)c1ccccc1 in the list: 2	0	8	0.5	4	2	0	-3	0	-5

Continued:
PRMT1 inh	UHRF1 binding	SIAE primary	proKLK7 act	TCR CD3 inh	DDE Tn7 FP inh	Tn6 DDE FP	TDP2 absorb	MBD2 inh	LEDGF integ inh	SMILES
4	1	2	-0.6	-7	4	-3	2	4	-6	CCN1CCN(CCOc2cccc(Cl)c2Cl)CC1
3	-2	-12	-0.9	-2	4	5	-7	-3	-5	Nc1nonc1-n1nnc(C(=O)N/N=C/c2ccoc2)c1CSc1ccc(Cl)cc1
15	1	0	0.5	3	-1	8	8	-1	-1	Cc1cc(=O)[nH]c(SCC(=O)c2c(N)n(C)c(=O)n(C)c2=O)n1
2	-3	6	-0.4	3	-11	-11	8	3	0	Cc1ccc(-c2ccc(/C=N/NC(=O)Cc3nnc(N)s3)o2)cc1Cl
-5	-2	9	0.1	-2	-6	4	6	-3	-1	COc1ccc(OCCC(=O)OCC(=O)Nc2cccc(S(=O)(=O)N3CCCCC3)c2)cc1
-1	-1	2	0.6	5	2	0	-4	-10	-1	OCCCN1CNC(=S)NC1
-2	0	4	-0.4	1	-1	8	-8	1	0	Oc1ccc(C[C@@H]2CNCCN2CC2(c3ccccc3)CC2)cc1
16	0	3	-0.1	-1	-6	5	6	-2	-3	O=C1C=C(N2CCN(C3=CC(=O)CCC3)CC2)CCC1
-1	-1	4	-0.2	1	11	7	0	-4	2	CN1CCN(c2ccc(CNC(=O)C3Cc4c(-c5cccc(F)c5)ccnc4O3)cc2)CC1 (centres undefined)
-5	3	-3	0.6	1	-2	5	1	-6	3	CCCCOCCCNC(=O)C[C@@H]1C[C@@]2(C(=O)OC)CC(C)(C)CC=C2N(Cc2ccccc2)C1=O
-1	-2	-5	-0.2	5	-1	-5	-8	3	-6	COC(=O)c1cc(-c2ccc(OC)cc2)on1
0	-5	-1	136*	0	-5	5	-20	-7	1	C=CCn1c(=N)c(C(=O)NCCCOC)cc2c(=O)n3ccccc3nc21

Sorted by value in Tn6 DDE FP (descending): some entries from above.
PRMT1 inh	UHRF1 binding	SIAE primary	proKLK7 act	TCR CD3 inh	DDE Tn7 FP inh	Tn6 DDE FP	TDP2 absorb	MBD2 inh	LEDGF integ inh	SMILES
-2	0	4	-0.4	1	-1	8	-8	1	0	Oc1ccc(C[C@@H]2CNCCN2CC2(c3ccccc3)CC2)cc1
0	-5	-1	136*	0	-5	5	-20	-7	1	C=CCn1c(=N)c(C(=O)NCCCOC)cc2c(=O)n3ccccc3nc21
-5	-2	9	0.1	-2	-6	4	6	-3	-1	COc1ccc(OCCC(=O)OCC(=O)Nc2cccc(S(=O)(=O)N3CCCCC3)c2)cc1
-1	-1	2	0.6	5	2	0	-4	-10	-1	OCCCN1CNC(=S)NC1
4	1	2	-0.6	-7	4	-3	2	4	-6	CCN1CCN(CCOc2cccc(Cl)c2Cl)CC1
-1	-2	-5	-0.2	5	-1	-5	-8	3	-6	COC(=O)c1cc(-c2ccc(OC)cc2)on1
2	-3	6	-0.4	3	-11	-11	8	3	0	Cc1ccc(-c2ccc(/C=N/NC(=O)Cc3nnc(N)s3)o2)cc1Cl
